DRD3 agonist: qHTS of D3 Dopamine Receptor Agonist: qHTS. D(3) dopamine receptor (Homo sapiens), P35462. D3R DiscoveRx beta-arrestin cells, luminescence, 90 min. max activation, %. 410,000 tested, 0.58% active. AID 652048, 2013; in the data active = max activation above about 30%; note: 0% is about no effect; mostly tested at two doses, the higher about 12 µM
Target sequence (P35462 whole entry, looked up): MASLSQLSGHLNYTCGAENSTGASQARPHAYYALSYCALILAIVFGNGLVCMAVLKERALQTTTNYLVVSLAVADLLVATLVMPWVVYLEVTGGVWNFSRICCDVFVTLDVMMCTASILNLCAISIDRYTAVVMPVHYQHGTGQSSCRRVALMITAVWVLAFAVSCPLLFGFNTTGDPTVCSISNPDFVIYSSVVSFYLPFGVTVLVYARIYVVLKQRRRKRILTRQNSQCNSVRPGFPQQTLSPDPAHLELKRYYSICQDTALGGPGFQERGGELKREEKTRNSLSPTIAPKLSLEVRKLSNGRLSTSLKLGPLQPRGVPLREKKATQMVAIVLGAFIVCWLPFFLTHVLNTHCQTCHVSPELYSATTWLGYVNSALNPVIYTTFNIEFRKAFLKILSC
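Agonist-mode cell screen: cells plated at 1500/well and incubated overnight at 37 °C, then exposed to library compounds for 90 min at 37 °C. Detection reagent was added for 30–60 min at room temperature, and luminescence was read.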
MCF10A rerep: A quantitative high throughput screen for small molecules that induce DNA re-replication in MCF 10a normal breast cells. Potency, µM (doses to about 46.1 µM), for the others: top-dose activity, positive = re-replication, most hits filed as activators. 350,000 tested, 2.9% active. MCF 10A DNA re-replication, Hoechst nuclear intensity, 48 h; note: potency is the fitted concentration of half-maximal effect; % of control where 0% means no effect; nearly all actives have a fitted effect of over 50% in size
IL1B secr inh: qHTS for Inhibitors of Inflammasome Signaling: IL-1-beta AlphaLISA Primary Screen. THP-1 LPS/ATP IL-1B secretion, AlphaLISA, 16 h; active compounds read low. 360,000 tested, 4.7% active. activity change, % at 57.5 µM; in the data active = activity change below about -50%; inconclusive = mostly about -30% to -49%; note: % is set by controls: 0 for no effect and ±100 for the full control effect
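Secreted IL-1B measured by AlphaLISA bead assay after 16 h compound exposure of THP-1 cells; compounds (final up to 57.5 uM) added 1 h before LPS (250 ng/mL) and ATP (1.25 mM) stimulation; lower signal means less secretion.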
GLP1R cytotox: qHTS of GLP-1 Receptor Inverse Agonists: Cytotox Screen | HEK293 cAMP-luciferase reporter cells, luminescence, 24 h | 410,000 tested, 0.13% active | Potency, µM (doses to about 38.3 µM), without a hit: at the highest dose activity change, negative = inhibition, usual class: inhibitors;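 note: loss of luciferase light is scored as toxicity; potency is the fitted concentration of half-maximal effect; % is set by controls: 0 for no effect and ±100 for the full control effect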
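1536-well qHTS counterscreen of the MLSMR; 200 cells/uL, 12 h pre-incubation, 23 nL cpd, 24 h at 37 deg C 5% CO2, luciferase detection reagent, 12 min RT, luminescence. Inhibition = undesired.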
HT1080 IDH1KD tx: qHTS for induction of synthetic lethality in tumor cells producing 2HG: qHTS for the HT-1080-IDH1KD cell line. 360,000 tested, 2% active. HT-1080 IDH1 knockdown viability, ATP luminescence, 48 h. Potency, µM (doses to about 46.1 µM), for inactives: at the highest dose activity, negative = toxicity, actives largely listed as cytotoxic;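 note: potency is the fitted concentration of half-maximal effect; 0% = DMSO wells and -100% = cell-free medium wells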
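IDH1KD HT-1080 cells, 750/well, RPMI + 5% FBS; compound pinned after 2 h settling; 48 h, 37 °C; CellTiter-Glo luminescence; % activity normalised to DMSO and no-cell wells; curves fitted, classed by r2 and efficacy.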
SW480 rereplic: A quantitative high throughput screen for small molecules that induce DNA re-replication in SW480 colon adenocarcinoma cells; SW480 DNA re-replication, Hoechst DNA content imaging, 48 h; Potency, µM (series often up to 46.1 µM), for the others: at the top dose re-replication activation, usual class: activators; 340,000 tested, 1.8% active; AID 624297, 2012; note: potency is the fitted concentration of half-maximal effect; % of control where 0% means no effect; nearly all actives have a fitted effect of over 55% in size
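DNA re-replication was detected as more nuclei of elevated Hoechst intensity after 48 hr exposure to compound (23 nL pinned per well of 250 cells).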
KB-3-1 cytotox: qHTS assay for MDR1-selective chemotherapeutics: Primary screen using the parental adenocarcinoma cell KB-3-1; KB-3-1 viability, CellTiter-Glo ATP luminescence, 72 h; Potency, µM (doses to about 46.1 µM), inactives show top-dose activity change, negative = cytotoxic, most hits filed as cytotoxic; 400,000 tested, 1.4% active; AID 1347075, 2019; note: potency is the fitted concentration of half-maximal effect; % is set by controls: 0 for no effect and ±100 for the full control effect; nearly all actives have a fitted effect of over 60% in size
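Cytotoxicity measured as CellTiter-Glo luminescence after 72 h at 37 C. Compound titrations were pinned onto drug-naive KB-3-1 parental adenocarcinoma cells grown in DMEM with 10% FBS, and normalized data fitted to concentration-response curves.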
KB-V1 cytotox: qHTS assay for MDR1-selective chemotherapeutics: Primary screen using the drug-selected MDR subline cells KB-V1; 400,000 tested, 3.4% active; Potency, µM (titrated, usually from 46.1 µM), without a hit: at the highest dose activity change, negative = cytotoxicity, most hits filed as cytotoxic; KB-V1 MDR cells viability, CellTiter-Glo, 72 h; note: potency is the fitted concentration of half-maximal effect; % is set by controls: 0 for no effect and ±100 for the full control effect; nearly all actives have a fitted effect of over 60% in size
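Readout: CellTiter-Glo luminescence, 10 min after addition. Cells: KB-V1 MDR subline, 72 h at 37 degrees C with compound. Analysis: corrected, normalized data fitted to concentration-effect curves.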
HT1080NT lethal: qHTS for induction of synthetic lethality in tumor cells producing 2HG: qHTS for the HT-1080-NT fibrosarcoma cell line | HT-1080-NT fibrosarcoma viability, CellTiter-Glo ATP luminescence, 48 h | Potency, µM (top dose mostly 46.1 µM), without a hit: top-dose activity, negative = less viability, most hits filed as cytotoxic | 360,000 tested, 1.6% active | AID 686970, 2013;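 note: NT is the 2HG producing partner of a matched IDH1 knockdown line; potency is the fitted concentration of half-maximal effect; 0% = DMSO-treated cells and -100% = media-only wells without cells; nearly all actives have a fitted effect of over 55% in size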
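Read-out is CellTiter-Glo luminescence after 10 minutes at room temperature, following 48 hours' compound treatment of HT-1080-NT cells (750 cells/well, RPMI, 5% FBS, 37 degrees C).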
The depositor's hits bear a star; ? = inconclusive; . = not tested or not shown; & = joins results of further samples; [ ] = dose if it differs, or a comment. Unless noted, calls come from the whole dose curve; as a rule, active = well fitted curve in the direction sought with a large enough effect; inconclusive = small, poorly fitted or top-dose-only effect, or another doubt; inactive = no such curve, though single readings can be large; an effect the other way counts as inactive or inconclusive.

canonical_smiles	GLP1R cytotox	IL1B secr inh	MCF10A rerep	KB-3-1 cytotox	HT1080 IDH1KD tx	KB-V1 cytotox	HT1080NT lethal	SW480 rereplic	DRD3 agonist
CC(=O)N(CCS(=O)(=O)c1ccc(Cl)cc1)Cc1cccs1	1%	11	-1%	-15%	-4%	-27%	-13%	-10%	-7
CN(C)S(=O)(=O)c1ccc2c(c1)/C(=C/c1cc3c([nH]1)CCCC3)C(=O)N2	-12%	-11	?	0%	-11%	?	13%	10µM*	-94
C=CCn1c(=O)/c(=C/c2ccc(Cl)cc2)s/c1=C(\C#N)c1nnc2n1CCCCC2	4%	-79*	?	.	-1%	.	-15%	21%	1
C1CCC(NC2=NCCO2)CC1	12%	-7	.	-12%	-2%	2%	-2%	.	-2
CCCCNC(=O)c1cc(-c2ccc(F)cc2)on1	5%	42	-8%	18µM*	?	16µM*	?	-7%	-8
CCOC(=O)C(=CNc1cccc(C)c1C)C(=O)OCC	8%	?	-12%	-9%	29%	-8%	25%	-4%	39*
Cc1ccc(S(=O)(=O)CCC(=O)OCC(=O)Nc2cc(F)ccc2C)cc1	9%	7	2%	0%	-5%	-10%	-2%	13%	-9
O=C(COc1ccccc1F)NNC(=O)c1ccc(N2CCCCC2)c([N+](=O)[O-])c1	-10%	0	-63%[inhibitor]	-2%	2%	16µM*	-4%	?	2
CCn1ccc2cc(S(=O)(=O)N3CCC(C(=O)NCc4cccc(C)c4)CC3)ccc21	-6%	.	.	5%	.	7%	.	.	-5
O=C(COC(=O)c1ccc(Cl)nc1)NCCC1=CCCCC1	-3%	14	-2%	0%	25%	1%	11%	-2%	-8
COC(=O)c1sccc1NC(=O)CSc1nnnn1-c1ccccc1C	1%	-2	12%	-5%	0%	?	4%	1%	2
CCCNC(=O)c1ccccc1NC(=O)c1ccc2c(c1)NC(=O)C(C)S2 (configuration not stated)	-26%	-23	?	?	9.2µM*	?	-30%	?	6
Cc1cc(C)c(C#N)c(SCC(=O)Nc2ccccc2C)n1	-14%	-21	27%	1%	-20%	0%	-18%	-1%	6
CCOc1ccc(NC(=O)CN(C)C(=O)C(C)N2C(=O)c3ccccc3C2=O)cc1OCC (configuration not stated)	1%	0	16%	15%	0%	0%	8%	-11%	7
COc1cccc(N2C(=NC(=O)COc3ccccc3)SC3CS(=O)(=O)CC32)c1 (configuration not stated)	-16%	-14	3%	-5%	5%	20%	2%	-2%	-4
Nc1nc(Cl)nc2ncn(Cc3ccccc3)c12	-3%	-2	-3%	8%	-7%	0%	-11%	-1%	0
CCOC(=O)Nc1sc(C(=O)N(C)C)c(C)c1C(=O)OCC	2%	20	7%	8%	-3%	-24%	-7%	0%[9.22 µM]	-4
COc1ccc(S(=O)(=O)NCC(c2ccco2)N2CCOCC2)cc1 (configuration not stated)	7%&1%	5	-1%	-6%	1%	9%	-8%	-2%	-15&-14
COc1cccc(N2CCN(S(=O)(=O)c3ccc(-c4cnc(C5CC5)o4)cc3)CC2)c1	6%&0%	23	?	-1%&9%	0%	-13%&-16%	-4%	108%	0&0
CN(CC(=O)Nc1ccc(Cl)c(Cl)c1)C(=O)CNC(=O)Cc1ccccc1	10%	?	-4%	-1%	10%	-9%	-6%	-4%	2
COC(=O)[C@]12CCCCC=C1N(Cc1ccccc1)C(=O)[C@H](CC(=O)N1CCC(c3ccccc3)CC1)C2	?	-18	.	-20%	?	?	?	.	2
O=[N+]([O-])c1ccccc1OCCCNCc1ccccc1	4%	?	-4%	11%	1%	-4%	8%	-77%[inhibitor]	-12
O=C(/C=C/c1cccs1)Nc1nccs1	0%	42	?	-13%	-22%	15%	?	3%	-2
COC(=O)c1ccc(N2CCOCC2)c(NC(=O)c2ccc(Br)o2)c1	0%	6	-4%	.	2%	.	3%	-5%	2
Cc1ccc(OCC(=O)NC2CCCCCC2)cc1C	2%	10	1%	-3%	8%	5%	8%	-11%	1
O=C(COC(=O)c1ccccc1)NCCC1=CCCCC1	-9%	-12	4%	-3%	-4%	-5%	1%	0%	-15
O=C(NCCSc1c[nH]c2ccccc12)c1c(F)cccc1F	-6%	-22	10%	-8%	7%	?	0%	-8%	1
CCSc1nnc(NC(=O)c2ccc(C)o2)s1	-7%	-7	2%	27%	9%	18µM*	15%	-2%	1
COc1ccc(-c2noc(-c3ccc(Br)o3)n2)cc1OC	-4%	-10	11%	1%	?	-16%	-23%	-1%	0
COc1ccc(-n2c(C)nn(CC3CC3)c2=O)cc1	-20%	14	0%	-8%	13%	-12%	1%	-4%	1
O=C(Cc1c(F)cccc1Cl)Nc1ccccc1N1CCCCC1	20%	15	?	?	-5%	-6%	-11%	-672%[1.84 µM]	-1
Cc1cc(C)c(NC(=O)CSc2nc(-c3ccc(F)cc3)nc3c2Cc2c(CO)cnc(C)c2O3)c(C)c1	-2%	.	.	6%	.	8%	.	.	9
COc1cc(-c2nc3c(c(C)nn3-c3ccccc3)c3cc(OC)c(OC)cc23)ccc1O	20%	?	13µM*	?	-3%	?	-4%	16%	30
COc1ccc(C2C(C#N)=C(C)NC3=C2C(=O)CC(C)(C)C3)c(OC)c1 (configuration not stated)	67%[activator]	0	10%	0%	-11%	-9%	-6%	9%	-4
Cc1cccc(NC(=O)c2sc3nc4c(cc3c2N)CN(C(C)C)CC4)c1	23%	.	.	?	.	-9%	.	.	3
COc1cc(NS(=O)(=O)c2cc(C(=O)NCCc3ccccn3)ccc2OC)cc(OC)c1	-4%	17	-25%	17%	-8%	-8%	-13%	15%	5
O=C(Nc1cccc(Cl)c1)c1ccc2c(c1)OCCO2	-5%	-28	-22%	-11%	-9%	-17%	0%	-16%	-5
O=C(Cc1cccc(NC(=O)C2CCN(C(=O)c3ccccc3)CC2)c1)Nc1cccc(C(=O)N2CCCC2)c1	-26%	-5	?	19%	-2%	24%	-1%	-4%	28
Cc1ccc(OCc2cc(C(=O)N3CCCC(C)C3)no2)cn1 (configuration not stated)	8%	24	.	21µM*	-1%	?	-1%	.	5
C1CCC(c2nn3c(-c4n[nH]c5c4CCC5)nnc3s2)CC1	-2%	?	-2%	1%	-12%	-15%	-9%	7%	4
CCCOc1c(Br)cc(/C=N/O)cc1OC	-26%	-1	?	0%	?	?	?	2%	5
CCS(=O)(=O)N1CCN(C(=O)c2ccccc2[N+](=O)[O-])CC1	4%	4	-1%	8%	1%	-3%	4%	1%	1
O=C(CCNC(=O)c1ccc([N+](=O)[O-])cc1)Nc1ccccc1N1CCCC1	10%	0	8%	8%	5%	?	5%	-3%	5
C=CC[C@@H](CC(=O)N[C@H](CO)Cc1ccccc1)C(=O)NC[C@@H](OC(=O)[C@@H](CC=C)Cc1ccc(F)cc1)c1ccccc1	10%	3	-3%	15%	-6%	3%	-3%	-5%	9
C#Cc1ccc([C@H]2C=C(C(=O)NCc3ccccc3)O[C@@H](OCC)[C@@H]2CCCO)cc1	0%	?	18%	-7%	-13%	?	-21%	?	-11
COC(C[C@@H]1O[C@@H]1[C@@H](O)[C@H](C)OCc1ccccc1)OC	4%	9	5%	11%	12%	-3%	28%	1%	1
CCc1ccc(-c2cc(C)no2)cc1S(=O)(=O)NC(C)Cc1ccco1 (configuration not stated)	-9%	5	8%	-1%	-2%	12%	-15%	-13%	1
O=C(c1ccccc1)c1ccc(OCC(O)CN2CCCCC2)cc1 (configuration not stated)	-12%	-12	?	8%	-9%	4%	-16%	0%	2
C/C(CC(=O)NC1CCCCC1)=N\NC(=O)c1ccccn1	3%	-11	-24%	10%	16%	-1%	25%	-4%	-1
Cc1ccc(S(=O)(=O)Nc2cccc(Cl)c2)cc1NC(=O)C1CC1	-3%	-13	1%	?	-3%	21µM*	-1%	3%	-14
c1ccc(CCN2CCN(c3ncnc4c3cnn4-c3ccccc3)CC2)cc1	-18%	-10	?	?	-1%	-21%	2%	-7%	4
Cc1ccnc(N2CCCC(C(=O)Nc3cccc(C)c3C)C2)n1 (configuration not stated)	-6%	2	-4%	10%	0%	-9%	10%	5%	14
CCc1ccc(NC(=O)N(CCN2CCOCC2)C2CCN(C(C)=O)CC2)cc1	-1%	-6	-2%	3%	2%	-2%	6%	-17%	-5
Cc1ccc2cc(CNC(C)(C)C)c(=O)[nH]c2c1	1%	9	11%	3%	1%	10%	0%	3%	-14
Cc1cc(C=O)c(C)n1-c1ccc(NC2CCCCC2)c([N+](=O)[O-])c1	?	-94*	?	?	-1%	-19%	-4%	1%	1
O=C(O)CC1=C(Nc2ccccc2)C(=O)N(c2ccccc2)C1c1ccc(Br)cc1 (configuration not stated)	-5%	-14	?	5%	-21%	6%	-18%	0%	5
CCN1CCN(c2ncc3c(n2)CCN(CC(C)C)C3)CC1	-6%	.	.	-1%	.	-2%	.	.	-6
COc1ccc(-n2cc(-c3ccccc3)c3c(SC(C)C(C)=O)ncnc32)cc1 (configuration not stated)	12%	.	.	3%	.	?	.	.	-18
CC(CNC(=O)c1ccc(CSc2nc3ccncc3n2Cc2cccc(F)c2)cc1)c1ccccc1 (configuration not stated)	1%	.	.	-12%	.	1%	.	.	-21
